BRCA1 expr act = increases BRCA1 expression | 1.1% of 380,000 active | MCF7-BRCA1-FFLuc reporter, luminescence, 48 h; response scale: scaled: vehicle 0%, 10 µM genistein 100% | AID 624202 | Potency, µM (doses to about 46.1 µM), for inactives: top-dose activation, hits mostly activators; note: nearly all actives have a fitted effect of over 80% in size; some results filed as inactive show a strong effect at the top dose
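Compounds are tested at multiple concentrations on MCF7 BRCA1-luciferase reporter cells seeded at 2000 per well; after 48 h, a single luminescence end-point is taken and curves fitted to the normalized data.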
FLuc counter = inhibits or activates purified firefly luciferase, miR-21 counter-screen; P08659; purified FLuc, Km substrates, luminescence inhibition; Potency, µM (highest dose often 57.5 µM), for the others: top-dose activity change, negative = inhibition, usual class: inhibitors; 6.9% of 360,000 active; AID 588342;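 note: plate controls were vehicle for no effect and reference inhibitor for full effect; nearly all actives have a fitted effect of over 55% in size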
Target sequence (P08659 whole entry, looked up): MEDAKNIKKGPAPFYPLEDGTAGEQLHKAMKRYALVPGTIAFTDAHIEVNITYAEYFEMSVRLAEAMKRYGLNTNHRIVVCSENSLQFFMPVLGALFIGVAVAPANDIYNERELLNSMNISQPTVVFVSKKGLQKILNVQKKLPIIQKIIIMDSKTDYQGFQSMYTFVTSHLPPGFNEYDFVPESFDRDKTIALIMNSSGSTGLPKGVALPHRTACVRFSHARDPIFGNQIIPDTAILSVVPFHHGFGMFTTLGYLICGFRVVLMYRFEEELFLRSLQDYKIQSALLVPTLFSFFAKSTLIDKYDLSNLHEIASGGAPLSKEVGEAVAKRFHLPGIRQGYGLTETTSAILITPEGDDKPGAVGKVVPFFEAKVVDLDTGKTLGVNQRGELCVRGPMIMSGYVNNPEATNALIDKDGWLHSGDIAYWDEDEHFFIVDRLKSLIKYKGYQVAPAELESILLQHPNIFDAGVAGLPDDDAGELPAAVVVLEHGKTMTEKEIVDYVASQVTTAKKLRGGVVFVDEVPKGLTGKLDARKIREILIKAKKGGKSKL
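Purified P. pyralis luciferase (10nM final) with 10uM D-luciferin and 10uM ATP (Km levels) in 50mM Tris acetate pH 7.5, 10mM Mg acetate, 0.01% Tween-20, 0.05% BSA; qHTS 6-point titration, ~60 µM downward; luminescence read.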
* = called active by the depositor; ? = inconclusive. Calls come from the whole dose curve; as a rule, active = well fitted curve in the direction sought with a large enough effect; inconclusive = small, poorly fitted or top-dose-only effect, or another doubt; inactive = no such curve, though single readings can be large; an effect the other way counts as inactive or inconclusive. Potency is the fitted concentration of half-maximal effect. A portion of the library, so the mix of outcomes need not match the whole.

nr	SMILES	BRCA1 expr act	FLuc counter
1	Cc1ccc(C)c(CN2C(=O)c3ccccc3S(=O)c3ccc(C(=O)NCCc4ccc(Cl)cc4)cc32)c1 (centres undefined)	0%	-4%
2	Cc1nn(-c2ccccc2)c2c1N(CCCC(=O)NC(C)c1ccccc1)C(=O)CS2 (centres undefined)	-17%	-3%
3	COc1ccc(-c2noc(-c3ccc(N4CCOCC4)c([N+](=O)[O-])c3)n2)cc1OC	0%	?
4	COc1ccc(OCc2nc3ccccc3n2Cc2ccc(C(C)(C)C)cc2)cc1	4.5µM*	9.5µM*
5	CCOC(=O)Cn1c(=O)n(C2CCCCC2)c2nc(-c3ccc(CC)cc3)nc(C(N)=O)c21	3%	-3%
6	COC(=O)C(NC(=O)CCc1c(C)nc2cc(-c3cccc(F)c3)nn2c1C)C(C)C (centres undefined)	-26%	-5%
7	CCN(C(=O)c1c(C)oc2ncn(CC(C)C)c(=O)c12)c1cccc(Cl)c1	0%	1%
8	COC(=O)c1ccc(Nc2nc(-c3ccc(C)cc3)nc3ccccc23)cc1	0%	?
9	CCOc1ccc(C(=O)CSc2nc3cc(C(=O)NC4CCCC4)ccc3c(=O)n2CC2CCCO2)cc1 (centres undefined)	0%	-1%
10	CCOc1ccc(NC(=O)[C@@H](c2ccccc2)N2Cc3ccccc3C2=O)cc1	8%	-5%
11	CCc1ccc(C(=O)c2cn(CC(=O)Nc3cc(OC)ccc3OC)c3ccc(Cl)cc3c2=O)cc1	-21%	0%
12	Cc1ccc(N(CC(=O)N2CCN(c3cc(C)ccc3C)CC2)S(=O)(=O)c2c(C)nn(C)c2C)cc1	-75%	-8%
13	Cc1ccc(C)c(N2CCN(C(=O)c3cc4cc5ccc(C)cc5nc4o3)CC2)c1	-8%	0%
14	O=C(COc1ccccc1F)Nc1c(C(=O)Nc2cccc(F)c2)oc2ccccc12	-24%	6%
15	Fc1ccc(NCc2nnc3n2CCCCC3)cc1Cl	5%	0%
16	Cc1ccc(CNC(=O)c2cc(S(=O)(=O)N3CCCCCC3)cn2C)cc1	3%	-3%
17	COc1ccc(CCNC(=O)CCCCn2c(=O)c3ccccc3n(Cc3ccccc3)c2=O)cc1OC	0%	2%
18	COc1ccc(NC(=O)CCNS(=O)(=O)c2ccc3c(c2)CCN3C(=O)C2CC2)cc1Cl	-1%	-10%
19	COc1ccc2c(CNCc3cccs3)c(C(=O)O)n(Cc3ccccc3)c2c1	-14%	-16%
20	CCOc1ccc(CC(=O)Nc2c(C(=O)Nc3ccc(OC)cc3OC)oc3ccccc23)cc1	-8%	-3%
21	Cc1ccc(-n2c(=O)c3ccc(C(=O)NCc4ccccc4Cl)cc3n(CC(N)=O)c2=O)cc1	7%	-1%
22	COc1ccc(-c2nn(-c3ccc(C)cc3)c3c2cnc2ccc(C)cc23)cc1OC	1%	-6%
23	COc1ccc(-n2nnc(C(=O)Nc3ccccc3F)c2N)cc1	?	2.4µM*
24	COc1ccccc1CNC(=O)CS(=O)(=O)c1cccc2nsnc12	18%	4%
25	COCCCNC(=O)CN1C(=O)COc2ccc(S(=O)(=O)N3CCCC3)cc21	8%	-5%
26	COc1ccc(S(=O)(=O)n2nc(C)c(S(=O)(=O)N3CCCCC3)c2C)cc1	2%	-2%
27	O=C(Nc1ccccc1Cl)c1cc2c(-c3ccccc3)nn(-c3ccccc3)c2s1	7%	1%
28	COc1ccccc1C(=O)Nc1cccc(OCc2cc(=O)n3c(C)csc3n2)c1	0%	?
29	CCOC(=O)c1ccc(N2C(=O)c3[nH]nc(-c4ccc(OCC)cc4)c3C2c2cccs2)cc1 (centres undefined)	-69%	-6%
30	COc1cccc(N2C(=O)CSC23C(=O)N(CC(=O)Nc2cc(C)ccc2C)c2ccccc23)c1 (centres undefined)	-35%	2%

4 of the compounds above, screen by screen.
#6 COC(=O)C(NC(=O)CCc1c(C)nc2cc(-c3cccc(F)c3)nn2c1C)C(C)C (centres undefined)
#7 CCN(C(=O)c1c(C)oc2ncn(CC(C)C)c(=O)c12)c1cccc(Cl)c1
#8 COC(=O)c1ccc(Nc2nc(-c3ccc(C)cc3)nc3ccccc23)cc1
#9 CCOc1ccc(C(=O)CSc2nc3cc(C(=O)NC4CCCC4)ccc3c(=O)n2CC2CCCO2)cc1 (centres undefined)

Compound	6	7	8	9
BRCA1 expr act	-26%	0%	0%	0%
FLuc counter	-5%	1%	?	-1%

The list goes on.
nr	SMILES	BRCA1 expr act	FLuc counter
31	CC(=O)Nc1ccc(NS(=O)(=O)c2ccc3[nH]c4c(c3c2)CCCCC4)cc1	-25%	-15%
32	Cc1ccc(-c2cc3c(N4CCN(c5cc(C)ccc5C)CC4)nccn3n2)cc1	-7%	-10%
33	O=C(CC(c1cccs1)N1Cc2ccccc2C1=O)Nc1ccccc1F (centres undefined)	-11%	-7%
34	CC(C)c1noc(-c2ccccc2OCC(=O)Nc2ccc([N+](=O)[O-])cc2)n1	0%	-2%
35	COc1ccc(C)cc1NC(=O)CSc1nc(=O)n(Cc2cccnc2)c2c1CCC2	0%	-6%
36	CC(=O)c1ccc(C(=O)N(CCCN(C)C)c2nc3c(C)c(C)ccc3s2)cc1	-14%	0%
37	COc1ccc(NC(=O)CSc2nc3c(oc4ccccc43)c(=O)n2-c2ccc(C)c(C)c2)cc1	-2%	-8%
38	CCc1ccc(NCc2cc3cc4c(cc3n(CC(=O)Nc3ccc(Cl)cc3)c2=O)OCO4)cc1	1%	-3%
39	COc1ccc(Cl)cc1NC(=O)CN(c1cccc(C)c1C)S(C)(=O)=O	-28%	3%
40	Cc1ccc(NC(=O)C2CCN(C(=O)c3cnn(-c4ccccc4)c3-n3cccc3)CC2)cc1C	-33%	?
41	COc1cc(NC(=O)Cn2c(=O)n(Cc3ccccc3Cl)c(=O)c3cc(OC)c(OC)cc32)cc(OC)c1	2%	-1%
42	COc1ccccc1C1NC(=O)c2n[nH]c(-c3cccs3)c21 (centres undefined)	-23%	-13%
43	CCOC(=O)c1ccc(N2C(=O)c3[nH]nc(-c4ccc(C)cc4)c3C2c2ccc(O)c(OCC)c2)cc1 (centres undefined)	-73%	4%
44	COc1cc2cc(CNc3ccccc3)c(=O)n(CC(=O)Nc3cc(C)cc(C)c3)c2cc1OC	5%	-1%
45	COc1ccc2c(c1)c1c(c(=O)n(-c3ccccc3C)c(=O)n1CC(=O)NCc1ccc(C)cc1)n2C	-5%	-7%
46	Cc1ccc2c(c1)c1c(c(=O)n(-c3ccccc3C)c(=O)n1CC(=O)c1ccc(Cl)cc1)n2C	14%	-1%
47	COc1cc(OC)c(NS(=O)(=O)c2ccc3c(c2)NC(=O)CCS3)cc1Cl	-38%	-13%
48	Cc1ccc(C)c(N2CCN(S(=O)(=O)c3ccc(-c4coc(C)n4)cc3)CC2)c1	6%	0%
49	CCCCN(C)C(=O)Cn1c(C2CC(=O)N(c3ccc(C)cc3)C2)nc2ccccc21 (centres undefined)	-3%	0%
50	COc1ccc(NCc2cccn2-c2nnc(N3CCCCCC3)s2)cc1	21%	?
51	Cc1cccc(NC(=O)Cn2c(=O)n(Cc3ccc4c(c3)OCO4)c(=O)c3ccccc32)c1	-13%	-2%
52	COc1cc(CN(C(=O)Nc2cccc(Cl)c2)c2ccccn2)cc(OC)c1OC	18%	-10%
53	O=C1CCCc2cc(S(=O)(=O)N3CCCC(C(=O)NCc4ccccc4Cl)C3)ccc2N1 (centres undefined)	-12%	0%
54	COc1cc(NC(=O)c2cnn(-c3cccc(F)c3)c2C2CCNCC2)cc(OC)c1OC	0%	3%
55	COc1ccc(N2CC3=C(C2=O)C(c2ccc(O)c(OC)c2)NC(=O)N3C)cc1 (centres undefined)	1%	5%
56	Cc1ccc(C)c(NC(=O)c2nn(C)c3c2CS(=O)(=O)c2ccccc2-3)c1	-24%	2%
57	Cn1c2c(c(=O)n(C)c1=O)C(c1ccccc1[N+](=O)[O-])CC(=O)N2 (centres undefined)	1%	-9%
58	COc1ccc(-c2noc(-c3ccc(N4CCCCC4)c([N+](=O)[O-])c3)n2)cc1	-9%	?
59	CCC(C)NC(=O)CSc1nc(-c2ccc(F)cc2)cc(C(F)(F)F)n1 (centres undefined)	8%	1%
60	CCOC(=O)c1ccc(OCC2c3cc(OC)c(OC)cc3CCN2C(=O)Cc2ccc(F)cc2)cc1 (centres undefined)	-9%	-7%

Reprinted at random: 3 records from the list
nr	SMILES	BRCA1 expr act	FLuc counter
12	Cc1ccc(N(CC(=O)N2CCN(c3cc(C)ccc3C)CC2)S(=O)(=O)c2c(C)nn(C)c2C)cc1	-75%	-8%
19	COc1ccc2c(CNCc3cccs3)c(C(=O)O)n(Cc3ccccc3)c2c1	-14%	-16%
9	CCOc1ccc(C(=O)CSc2nc3cc(C(=O)NC4CCCC4)ccc3c(=O)n2CC2CCCO2)cc1 (centres undefined)	0%	-1%

(continued)
nr	SMILES	BRCA1 expr act	FLuc counter
61	CCOc1ccc(C2c3c(-c4ccc(C)cc4)n[nH]c3C(=O)N2c2ccc(Cl)cc2)cc1 (centres undefined)	-75%	2%
62	CCn1cc2nc(SCC(=O)Nc3cccc(Cl)c3C)n(Cc3ccc(Cl)cc3)c(=O)c2n1	1%	6%
63	COc1ccccc1NC(=O)C1=C(C)Nc2nc3ccccc3n2C1c1ccccc1Cl (centres undefined)	-5%	-1%
64	COc1ccc(-c2noc(-c3ccc(NC4CCCCC4)c([N+](=O)[O-])c3)n2)cc1OC	0%	5%
65	Cc1cccc(C)c1OCCn1c(C2CC(=O)N(Cc3ccc(F)cc3)C2)nc2ccccc21 (centres undefined)	0%	-9%
66	CCN(CC)CCOC(=O)c1ccc(NC(=O)c2cc3cc(OC)ccc3oc2=O)cc1	8%	-7%
67	Cc1c(Cl)cccc1NC(=O)CN1C(=O)c2ccccc2Sc2ncccc21	-8%	-7%
68	COc1ccc(CN2COc3ccc4c(C)cc(=O)oc4c3C2)cc1	12%	-5%
69	O=C(Cn1c(=O)n(CCc2ccccc2)c(=O)c2cccnc21)Nc1ccc(F)cc1	-4%	-12%
70	CCOC(=O)CCC(=O)Nc1nnc2n1CCS2	2%	4%
71	CCn1c(=NC(=O)c2ccc(S(=O)(=O)N3CCCC3)cc2)sc2cc(Br)ccc21	-3%	-4%
72	COc1cccc(CNCCSc2nnnn2C)c1OCc1ccc(F)cc1	-17%	-4%
73	c1ccc(-c2cc(-c3ccccc3)c3c(n2)-c2ccccc2OC3)cc1	11%	?
74	O=C(Cn1c(=O)nc(-c2ccccc2)c2cc(Cl)ccc21)NCCc1ccc(Cl)cc1	4%	-2%
75	COc1ccc(CCNC(=O)CN2C(=O)COc3ccc(S(=O)(=O)N4CCCCCC4)cc32)cc1OC	0%	-2%
76	COC(=O)c1ccccc1NC(=O)Cn1c(=O)n(CCCC(=O)NCCc2ccc(OC)c(OC)c2)c(=O)c2ccccc21	13%	-11%
77	COC(=O)c1cc(Cl)ccc1NC(=O)CSc1ncc(S(=O)(=O)c2ccc(Br)cc2)c(=O)[nH]1	3%	11µM*
78	O=C(CC1Sc2ccccc2NC1=O)Nc1cccc(C(F)(F)F)c1 (centres undefined)	0%	1%
79	O=C(CCCn1c(=O)c2ccccc2n(CC(=O)Nc2cccc(Cl)c2)c1=O)NCc1ccc2c(c1)OCO2	12%	-2%
80	COc1cc(C2C=C(C(=O)O)Nc3ncnn32)ccc1O (centres undefined)	30%	1%
81	COc1ccc(C)cc1NC(=O)c1c(C)oc2ncn(CC(C)C)c(=O)c12	-1%	0%
82	COc1cccc(N2CCN(C(=O)CCS(=O)(=O)c3ccc4c(c3)CC(=O)N4C)CC2)c1	10%	-6%
83	CCOC(=O)c1cccc(NC(=O)NCCc2c(C)nn(C)c2C)c1	0%	-1%
84	CCN(CC)c1ccc(C2C(C(N)=O)=C(C)Nc3nc(SCc4ccccc4Cl)nn32)cc1 (centres undefined)	-20%	-2%
85	CCc1ccc(NC(=O)Cn2c(=O)n(CCC(=O)NCCc3ccc(OC)c(OC)c3)c(=O)c3ccccc32)cc1	3%	0%
86	COc1ccc(-c2nc(C)c(CCNC(=O)Cc3ccc(F)cc3)s2)cc1OC	4%	-14%
87	CN(C)S(=O)(=O)N(CC(=O)Nc1ccc(C(F)(F)F)cc1)c1ccccc1	-13%	5%
88	CCc1ccccc1NS(=O)(=O)c1ccc2nc(-c3ccccc3)[nH]c2c1	-12%	-4%
89	COc1ccc(NC(=O)N2CCN(S(=O)(=O)c3ccc4c(ccn4C)c3)CC2)c(OC)c1	-12%	-4%
90	COCCn1c(SCc2ccccc2F)nc2c([nH]c3ccccc32)c1=O	-7%	0%
91	Cc1ccc(C)c(S(=O)(=O)c2cnc(SCC(=O)Nc3ccc(F)cc3F)[nH]c2=O)c1	-19%	?
92	COc1ccc(Cl)cc1NCc1nnc2n1CCCCC2	76%	-1%
93	COc1cccc(N2CCN(C(=O)Cn3cnc4onc(-c5ccc(F)cc5)c4c3=O)CC2)c1	-11%	-11%
94	CCOc1ccc(NC(=O)CN(C)S(=O)(=O)c2ccc3c(c2)c(=O)n(C)c(=O)n3C)cc1	3%	-8%
95	O=C1OCC2=C1C(c1cccc(Cl)c1)CC(=O)N2c1ccc(C(F)(F)F)cc1 (centres undefined)	0%	3%

High-throughput results (PubChem BioAssay)
